MCL1-BIM inh: inhibitors of human MCL1 binding to BIM-BH3 peptide; GST-MCL1 / FITC-Bim-BH3 fluorescence polarization; inhibition, % at 10.9 µM; 0.68% of 320,000 active;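 active means inhibition above the mean inhibition of all tested compounds plus 3 SD, set per campaign, cut at about 40% in these data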;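 further: 0% = DMSO wells and 100% = unlabeled Bim-BH3 peptide control; higher means more loss of mP so more displacement of Bim peptide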
BCLXL inh: blocks human Bcl-xL binding to Bim BH3 peptide; GST-Bcl-xL / FITC-Bim BH3 peptide fluorescence polarization; inhibition, % at 10.9 µM; 0.7% of 320,000 active; AID 2129;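 active means inhibition above the mean of all tested compounds plus 3 SD, cutoff set per campaign, cut at about 30% in these data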;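 further: 0% = DMSO wells and 100% = unlabeled Bim-BH3 peptide competitor; inhibitors lower millipolarization by displacing the labeled peptide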
GRK2 inh: blocks RNA aptamer binding to human GRK2. P25098. bead flow cytometry, FAM-aptamer displacement from GRK2. inhibition of aptamer binding, % at 10 µM. 0.59% of 330,000 active;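 active means inhibition of aptamer binding above 40%, roughly 3 SD of noise, on plates passing a quality check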;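 further: median bead fluorescence of bound FAM aptamer so fluorescent compounds give negative values; no value below 0 was filed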
Target sequence (P25098 whole entry, looked up): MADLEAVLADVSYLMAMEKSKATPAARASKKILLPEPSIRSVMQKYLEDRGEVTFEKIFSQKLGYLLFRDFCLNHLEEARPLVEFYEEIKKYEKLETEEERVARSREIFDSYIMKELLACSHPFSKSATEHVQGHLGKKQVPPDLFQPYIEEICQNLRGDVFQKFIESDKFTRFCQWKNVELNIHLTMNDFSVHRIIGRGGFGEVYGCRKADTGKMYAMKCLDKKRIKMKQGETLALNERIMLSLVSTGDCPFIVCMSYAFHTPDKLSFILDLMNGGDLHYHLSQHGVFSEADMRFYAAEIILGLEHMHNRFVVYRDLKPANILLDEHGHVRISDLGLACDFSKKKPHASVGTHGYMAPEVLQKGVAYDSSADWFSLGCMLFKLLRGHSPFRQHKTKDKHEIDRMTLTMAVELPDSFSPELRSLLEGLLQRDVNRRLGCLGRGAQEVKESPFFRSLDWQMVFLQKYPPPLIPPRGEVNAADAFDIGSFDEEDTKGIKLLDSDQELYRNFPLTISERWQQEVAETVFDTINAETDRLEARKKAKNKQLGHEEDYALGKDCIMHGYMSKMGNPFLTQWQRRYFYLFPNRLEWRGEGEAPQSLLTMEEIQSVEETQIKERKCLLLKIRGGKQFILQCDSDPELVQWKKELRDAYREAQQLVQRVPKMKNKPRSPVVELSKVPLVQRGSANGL
MEX-5 binding: C. elegans MEX-5 TCR-2 RNA binding activity; AID 1832; activity score (negative = inhibition of binding), % at 10 µM; MEX-5/FITC-TCR2 RNA binding, fluorescence polarization; hits give low values; 0.38% of 300,000 active; Q9XUB2;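 active means inhibition past about -25% in most replicates, and total fluorescence under double the plate's negative control median, limit read from the data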;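 further: 0% = DMSO and -100% = 5 µM competing unlabeled TCR2 RNA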
GLD-1 TGE inh: GLD-1-TGE RNA interaction inhibition (C. elegans) | AID 2280 | Q17339 | purified GLD-1 + fluorescein TGE RNA, fluorescence polarization | 0.44% of 320,000 active | inhibition, % at 5.96 µM;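 active means percent inhibition above a per-plate cutoff, the plate mean of test compounds plus 3 SD, cut at about 30% in these data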;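 further: 0% = DMSO wells with GLD-1 and probe and 100% = wells lacking GLD-1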
Fam108B inh: blocks mouse Fam108B hydrolase in RBBP9 counter-screen; recombinant Fam108B, FP-Rh probe fluorescence polarization; 0.33% of 300,000 active; inhibition, % at 9.51 µM;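 active means inhibition above the screen mean inhibition plus 3 SD, computed separately per campaign, cut at about 18% in these data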;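 further: inhibitors lower polarization as less probe binds the enzyme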
Efflux pump inh: antifungal efflux pump inhibition, Nile Red retention; AID 485275; S. cerevisiae Candida pump triplex; inhibition, % at 10 µM; 0.44% of 330,000 active;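 active means plate passing quality check with inhibition over a set limit, or well fluorescence over plate mean plus 4 SD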;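 further: Nile Red retained in pooled yeast measured as flow cytometry median fluorescence; 0% = buffer negative control and 100% = Enniatin B positive control; higher means more Nile Red kept so more efflux inhibition; some compounds called inactive have numbers as strong as hits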
VLA-4 inh: inhibition in a human VLA-4 binding assay. 0.2% of 330,000 active. VLA-4 expressing cells, ligand binding flow cytometry. inhibition, % (about 7 µM as worked out from the volumes in the protocol). P13612; in the data active means inhibition above about 50%
PME-1 primary: blocks human protein phosphatase methylesterase 1; recombinant PME-1, FP-Rh probe fluorescence polarization; inhibition, % at 5.9 µM; 0.53% of 320,000 active; AID 2130;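 active means inhibition above the campaign mean of all compounds plus 3 SD, cut at about 26% in these data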;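 further: competitive labeling of PME-1 active site by serine hydrolase directed probe; 0% = PME-1 with DMSO and 100% = wells lacking PME-1 enzyme; inhibitors block probe labeling so polarization falls and inhibition rises; many of its hits are not listed in these tables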
Target sequence (Q9Y570 whole entry, looked up): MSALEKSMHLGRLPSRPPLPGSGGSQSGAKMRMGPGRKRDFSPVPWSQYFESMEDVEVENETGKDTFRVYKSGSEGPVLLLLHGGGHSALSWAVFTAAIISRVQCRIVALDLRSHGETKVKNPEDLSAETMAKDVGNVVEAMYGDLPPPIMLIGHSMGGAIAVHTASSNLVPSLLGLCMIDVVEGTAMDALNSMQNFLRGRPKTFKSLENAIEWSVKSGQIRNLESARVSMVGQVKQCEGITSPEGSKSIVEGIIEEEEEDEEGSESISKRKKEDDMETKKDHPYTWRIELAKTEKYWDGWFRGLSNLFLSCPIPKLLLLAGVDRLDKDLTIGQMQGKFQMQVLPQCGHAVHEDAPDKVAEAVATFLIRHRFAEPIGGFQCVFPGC
An asterisk follows results filed as active; · = no result given. An excerpt. The share of hits here may be higher or lower than overall.

SMILES	MCL1-BIM inh	BCLXL inh	GRK2 inh	MEX-5 binding	GLD-1 TGE inh	Fam108B inh	Efflux pump inh	VLA-4 inh	PME-1 primary
O=C(CNC(=O)c1cccs1)OCC(=O)c1ccc(Br)cc1	-6	0	0	-3.8	10	-2	0.0	6	-10
O=C(CNC(=O)c1cccc(Cl)c1)Nc1ccc(F)c(F)c1F	-1	3	0	-1.5	9	2	-0.2	1	-1
COc1ccc(O)c(/C=N/Nc2nc(Nc3ccccc3)nc(-n3nc(C)cc3C)n2)c1	9	6	0	1.9	-1	12	0.0	-8	12
Cc1ccc(N2CCN(C(=O)c3nn(C)c4c3CS(=O)(=O)c3ccccc3-4)CC2C)cc1 (stereo not given)	5	7	1	1.2	0	2	0.0	21	0
O=C(/C=C/c1ccco1)N1CCN(S(=O)(=O)c2cccs2)CC1	1	6	7	0.2	-4	-2	-0.2	1	3
COc1ccccc1-n1c(SCC(=O)Nc2ccccc2F)nc2[nH]ncc2c1=O	7	3	0	2.8	3	2	0.2	-2	-1
CCOC(=O)c1c(NC(=S)NC)sc2c1CCCC2	0	1	3	1.6	-1	-3	0.0	-27	-1
CN1C(C)(C)CC(NC(=O)CCC(=O)NC2CC(C)(C)N(C)C(C)(C)C2)CC1(C)C	1	3	2	0.5	-4	8	-0.2	-7	1
COc1ccc(/C=C/C(=O)O)cc1S(=O)(=O)N1CCCc2ccccc21	10	9	8	0.1	5	2	-0.1	3	1
CC(=O)N1CCN(C(=O)c2cc(C)nc3ccccc23)CC1	1	6	3	-3.1	1	-1	-0.1	-8	-1
CCC(=O)Nc1ccc(N2CCN(C(=O)c3ccccc3C)CC2)cc1	-2	-2	0	-4.2	7	0	0.0	8	1
COc1cc(N2CCCC2)ccc1C=O	0	7	0	0.0	2	-4	0.0	-2	2
COc1ccc(OCC(=O)NNC(=O)Cc2coc3cc(OC)ccc23)cc1	2	3	1	-0.8	7	5	-0.2	-4	2
Cc1ccc(OCc2cc(C(=O)NC(C)Cc3cnccn3)no2)cc1C (stereo not given)	4	1	1	0.3	3	2	-0.1	-6	-5
COc1ccc(N(C(=O)c2ccccc2OC(C)=O)C(C)C2CC2)cc1 (stereo not given)	5	3	0	-0.9	-3	1	-0.1	4	5
CCN(CC)S(=O)(=O)c1cccc(NC(=O)c2ccc(SC)cc2OC)c1	4	7	0	0.9	5	-10	-0.5	-16	-8
CCOc1ccc(C(=O)N[C@H](C(=O)Nc2ccc(OC)c(S(=O)(=O)N3CCOCC3)c2)C(C)C)cc1	-5	-3	0	1.4	-5	-4	0.2	-1	-7
COc1ccc(-n2ccc(=O)c3c2CCCC3=O)cc1	3	3	2	-4.5	-2	-3	0.0	11	-8
COc1ccccc1OCCNC(=O)C(=O)c1c[nH]c2ccccc12	1	0	0	-1.8	-1	5	0.1	1	-4
COC(=O)CSc1nc2ccc(NC(C)=O)cc2s1	4	7	0	-2.1	4	-4	0.2	27	2
CCCc1nc(SCc2ccc(OCC)cc2)n[nH]1	-14	-7	0	2.9	1	-3	0.1	15	-3
COC(=O)c1ccc(NC(=O)CCS(=O)(=O)c2ccc(Br)s2)cc1	8	6	0	1.2	5	-5	-0.1	19	-3
CCOC(=O)C1CCCN(C(=O)Cn2ncc3c([nH]c4ccccc43)c2=O)C1 (stereo not given)	-6	-3	0	-1.0	-1	3	0.2	8	1
CC1CCCCC1NC(=O)COC(=O)c1ccc2c(c1)OCCO2 (stereo not given)	-4	-2	2	·	0	·	0.0	16	0
Cc1ccc([C@@H]2[C@@H]3C(=O)N(C)C(=O)[C@@H]3[C@]3(C)C(=O)N(CCO)CC(=O)N23)o1	2	6	0	-0.1	2	1	0.0	-5	-2
O=C(CCN1C(=O)C2C3C=CC(C3)C2C1=O)N1CCCCC1 (stereo not given)	-1	8	3	1.0	-1	2	-0.1	-7	7
O=C(O)CCCC(=O)OCc1c(-c2ccccc2)ncc2ccccc12	5	0	0	·	-2	·	-0.3	-6	5
O=C(CSc1nn(-c2ccccc2)c(=S)s1)Nc1ncccn1	-2	0	0	-2.6	4	-5	0.2	-9	-1
Cc1cc(C)cc(N2CC(C(=O)Nc3cc(C)on3)CC2=O)c1 (stereo not given)	0	8	0	-3.9	0	1	0.0	-4	1
Cc1onc(-c2ccccc2Cl)c1C(=O)Nc1cccc(-c2cn3cccnc3n2)c1	-2	6	2	·	5	-4	-0.3	9	4

Full records as entered above. Screens in order: MCL1-BIM inh | BCLXL inh | GRK2 inh | MEX-5 binding | GLD-1 TGE inh | Fam108B inh | Efflux pump inh | VLA-4 inh | PME-1 primary
`O=C(O)CCCC(=O)OCc1c(-c2ccccc2)ncc2ccccc12` reads 5 | 0 | 0 | · | -2 | · | -0.3 | -6 | 5
`O=C(CSc1nn(-c2ccccc2)c(=S)s1)Nc1ncccn1` reads -2 | 0 | 0 | -2.6 | 4 | -5 | 0.2 | -9 | -1

The listing continues.
SMILES	MCL1-BIM inh	BCLXL inh	GRK2 inh	MEX-5 binding	GLD-1 TGE inh	Fam108B inh	Efflux pump inh	VLA-4 inh	PME-1 primary
CC(=O)Nc1ccc(S(=O)(=O)N(C)CC(=O)OCC(=O)c2ccc[nH]2)cc1	·	·	1	·	-8	·	0.1	32	·
CC(CCc1ccccc1)NC(=O)c1ccc2nc(N3CCOCC3)sc2c1 (stereo not given)	2	7	0	1.4	7	2	-0.2	9	7
COc1ccc(/C=C/c2nnc(NC(=O)CSc3ccc(C)cc3)s2)cc1	5	-2	2	0.1	0	-9	0.2	·	-4
Cc1cccc(NC(=O)c2ccc(S(=O)(=O)N(C)C)cc2)c1	4	1	4	-0.4	1	4	0.1	2	1
COc1ccc(/C=N/S(=O)(=O)c2ccccc2)cc1OC	0	-2	2	2.0	4	0	-0.1	13	-5
CN(C)C(=O)c1noc2cc([N+](=O)[O-])ccc12	0	3	0	-1.1	1	1	-0.1	0	-3
COc1cc(/C=C/C(=O)c2ccc([N+](=O)[O-])o2)ccc1O	1	2	0	-5.7	-6	-3	0.8*	-140	-3
CC1(C)CC(=O)N(c2cc(Cl)cc(Cl)c2)C(=O)C1	0	4	0	3.5	3	2	-0.1	-8	-12
O=C(CSc1n[nH]c(=O)n1C1CC1)NCc1ccccc1Cl	0	1	0	-1.4	5	4	-0.3	22	1
CCC1CN(C(=O)N2CCC(C(=O)NCc3ccc(F)cc3)CC2)c2ccccc2O1 (stereo not given)	2	3	5	-0.3	3	0	0.0	8	-4
O=C(O)c1ccc(NS(=O)(=O)c2ccc3c(c2)OCCCO3)cc1	-2	2	9	0.3	4	11	-0.3	3	-6
COc1ccc(Cc2nnc(Nc3ccccc3OC)[nH]c2=O)cc1	-1	4	0	0.1	7	-4	-0.2	10	1
CCc1nnc(NC(=O)CSc2nnc(-c3ccoc3C)n2-c2ccc(C)cc2)s1	-3	1	0	-0.1	5	1	0.1	12	1
COc1cc(/C=N/NC(=O)CCn2nc(C)cc2C)ccc1O	0	1	1	·	-1	-1	0.0	-14	-6
COc1cc(NC(=O)c2ccc(N3CC4CC(C3)c3cccc(=O)n3C4)c(NC(=O)c3ccncc3)c2)cc(OC)c1OC (stereo not given)	-1	-1	0	-1.6	-18	2	-0.2	10	-3
COc1ccc(C2(c3ccc(OC)cc3)NC(=O)N(Cn3nnc4ccccc4c3=O)C2=O)cc1	4	2	0	3.4	0	-1	0.2	4	-2
CC(C)(C)OC(=O)N1CCC[C@H]1C(=O)N/N=C/c1cccc2nccnc12	1	4	1	-2.1	5	1	0.0	-2	-6
Cc1ccc(-n2c(N)c(C(=O)NCc3cccnc3)sc2=S)cc1	7	10	3	-0.2	-1	-5	0.3	-4	-6
N#C/C(=C\c1ccccc1)C(=O)Nc1cc(S(=O)(=O)N2CCOCC2)ccc1N1CCCC1	0	4	4	-3.1	0	-1	-0.1	-1	6
CCn1c(/C=C/c2ccc([N+](=O)[O-])o2)nc2ccccc2c1=O	-13	-11	2	-34*	-4	-2	1.3*	-461	-8
CCOC(=O)C1CCC(CNCc2ccccc2C)CC1 (stereo not given)	-2	1	8	1.3	2	1	0.2	5	1
CCOC(=O)C(NC(=O)Nc1ccc(F)cc1F)(Oc1ccccc1)C(F)(F)F (stereo not given)	1	5	1	0.4	8	1	0.1	-6	-6
Cn1c(=O)[nH]c(=O)c2c1nc(NC1CCCCC1)n2CCO	0	0	0	0.5	-1	0	-0.2	26	-6
CCc1ccc(C(=O)NCc2cccs2)s1	-4	1	2	0.3	6	-4	1.1	4	3
N#Cc1c(N)nc2c3c(sc(=N)c2c1N)NC(=O)CC3c1ccccc1 (stereo not given)	42*	47*	0	-3.4	0	9	0.2	-23	29*
COc1ccccc1NC(=O)COC(=O)C1CC(=O)N(c2ccc3c(c2)OCCO3)C1 (stereo not given)	·	·	1	·	5	·	-0.3	0	·
CCNC(=O)NCCc1c[nH]c2ccc(Cl)cc12	-3	1	3	1.8	-2	-1	-0.1	-1	-3
CN(Cc1c(F)cccc1Cl)C(=O)c1ccc(NS(=O)(=O)c2ccc3[nH]c(=O)[nH]c3c2)cc1	5	1	9	-0.2	-3	0	-0.1	0	8
CCN(CC)C1CCN(C(=O)CCn2nnnc2CN2CCOCC2)C1 (stereo not given)	4	1	0	-1.0	2	-5	0.1	5	0
O=C(COC(=O)c1ccc(OC(F)F)cc1)Nc1cccc(S(=O)(=O)NC2=NCCC2)c1	-2	-2	3	·	5	·	0.0	17	5
O=C(Nc1ccc(Cl)c(S(=O)(=O)N2CCOCC2)c1)C1CCC1	2	14	4	·	3	·	-0.3	-4	1
O=c1c(O)cccc2cc(O)c(O)c(O)c12	109*	86*	100*	-37*	22	49*	0.1	5	19
CCN(CC)CCNC(=O)C1c2ccccc2Oc2ccccc21	5	-1	0	0.0	-7	15	0.0	-13	1
CCCCn1nc2cc(C(=O)NCc3ccc4c(c3)OCO4)ccc2c1OCC	7	5	·	1.3	-8	4	·	·	1
O=C(CSc1nc(-c2ccccc2)cs1)Nc1ccccc1[N+](=O)[O-]	12	8	0	-1.8	0	-2	-0.1	13	6
CCN1CCN(C(=S)c2ccc(OCC(=O)Nc3ccc(OC)cc3)cc2)CC1	3	-2	1	0.7	1	2	-0.2	-4	-12
C=CCNC(=O)c1cnc(-c2ccccc2)nc1-c1ccccc1	3	8	0	2.4	8	1	0.0	1	-5
Fc1ccccc1Cc1noc(CN2CCCC(CN3CCOCC3)C2)n1 (stereo not given)	-3	2	4	-0.4	2	3	-0.1	7	-4
CCC1(C)CC(c2csc(N)n2)CCO1 (stereo not given)	10	5	4	0.3	-5	-4	-0.1	1	-9
C#CCNC(=O)c1cccn1-c1ncc(C(F)(F)F)cc1Cl	4	-2	0	3.5	4	-1	-0.3	-2	1
CC(=O)Nc1ccc(/C(C)=N/NC(=O)C2CC2c2ccccc2)cc1 (stereo not given)	4	0	0	-0.9	1	-1	0.6	5	0
CCCc1n[nH]c(=S)n1Cc1ccco1	-2	-6	0	2.4	-2	4	0.1	1	-3
COc1ccc(-c2cc(C(=O)N3CC4(C)CC3CC(C)(C)C4)no2)cc1OC (stereo not given)	0	-3	0	0.6	6	1	0.1	-2	-3
Cc1ccc(S(=O)(=O)Nc2cc(S(=O)(=O)N3CCCCC3)ccc2N2CCOCC2)cc1	2	2	0	1.0	2	8	0.0	-13	4
O/N=C1\CCCc2c1nc(-c1ccccc1F)n2O	-1	4	3	-2.2	8	5	0.0	2	7
COc1ccc(Cl)cc1S(=O)(=O)N(C)CC(=O)NCc1ccc2c(c1)OCO2	5	4	1	-0.8	4	-1	-0.2	7	1
Cc1ccc(S(=O)(=O)N2CCOCC2)cc1NC(=O)c1cc2ccccc2oc1=O	·	·	3	·	4	·	0.3	-13	·
